MCL1-BIM inh: MCL1-BIM-BH3 interaction inhibition (human) | GST-MCL1 / FITC-Bim-BH3 fluorescence polarization | inhibition, % at 10.9 µM | 0.68% of 320,000 active;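 active means inhibition above the mean inhibition of all tested compounds plus 3 SD, set per campaign, cut at about 40% in these data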;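 further: 0% = DMSO wells and 100% = unlabeled Bim-BH3 peptide control; higher means more loss of mP so more displacement of Bim peptide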
Target sequence (Q07820 whole entry, looked up): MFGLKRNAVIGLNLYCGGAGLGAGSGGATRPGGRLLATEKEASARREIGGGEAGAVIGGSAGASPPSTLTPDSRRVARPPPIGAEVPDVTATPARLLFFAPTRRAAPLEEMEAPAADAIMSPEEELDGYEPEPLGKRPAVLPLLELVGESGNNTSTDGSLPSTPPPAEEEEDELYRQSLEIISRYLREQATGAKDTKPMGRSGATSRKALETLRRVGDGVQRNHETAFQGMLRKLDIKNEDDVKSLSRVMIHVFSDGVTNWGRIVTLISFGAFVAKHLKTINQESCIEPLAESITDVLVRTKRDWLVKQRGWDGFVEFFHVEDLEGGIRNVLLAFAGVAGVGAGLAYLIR
CIT2 TOR yeast: yeast TOR pathway CIT2-GFP modulation | S. cerevisiae CIT2-GFP strain, flow cytometry, 3 h; 100 means same as DMSO wells | GFP response vs DMSO, % at 10 µM | 0.065% of 320,000 active | AID 2029;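 active means GFP response relative to DMSO above a set limit, near the screen mean plus 3 SD, cut at about 150% in these data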;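 further: ratio of well median GFP fluorescence to mean of DMSO wells on the plate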
AGP1-GFP MLPCN: modulators of TOR pathway AGP1-GFP in S. cerevisiae | S. cerevisiae AGP1-GFP multiplex flow cytometry, 3 h; GFP as percent of DMSO wells | GFP response vs DMSO, % at 10 µM | 0.02% of 320,000 active;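 active means GFP response relative to DMSO above a set limit, near screen average plus 3 SD, cut at about 150% in these data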;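 further: median GFP channel fluorescence of the gated AGP1 strain per well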
GRK2 aptamer HTS: human GRK2 inhibition via aptamer displacement | P25098 | inhibition of aptamer binding, % at 10 µM | 0.59% of 330,000 active | AID 488847 | bead flow cytometry, FAM-aptamer displacement from GRK2;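 active means inhibition of aptamer binding above 40%, roughly 3 SD of noise, on plates passing a quality check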;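 further: median bead fluorescence of bound FAM aptamer so fluorescent compounds give negative values; no value below 0 was filed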
GLD-1 RNA inh: GLD-1-TGE RNA interaction inhibition (C. elegans); inhibition, % at 5.96 µM; 0.44% of 320,000 active; purified GLD-1 + fluorescein TGE RNA, fluorescence polarization;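 active means percent inhibition above a per-plate cutoff, the plate mean of test compounds plus 3 SD, cut at about 30% in these data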;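 further: 0% = DMSO wells with GLD-1 and probe and 100% = wells lacking GLD-1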
Target sequence (Q17339 whole entry, looked up): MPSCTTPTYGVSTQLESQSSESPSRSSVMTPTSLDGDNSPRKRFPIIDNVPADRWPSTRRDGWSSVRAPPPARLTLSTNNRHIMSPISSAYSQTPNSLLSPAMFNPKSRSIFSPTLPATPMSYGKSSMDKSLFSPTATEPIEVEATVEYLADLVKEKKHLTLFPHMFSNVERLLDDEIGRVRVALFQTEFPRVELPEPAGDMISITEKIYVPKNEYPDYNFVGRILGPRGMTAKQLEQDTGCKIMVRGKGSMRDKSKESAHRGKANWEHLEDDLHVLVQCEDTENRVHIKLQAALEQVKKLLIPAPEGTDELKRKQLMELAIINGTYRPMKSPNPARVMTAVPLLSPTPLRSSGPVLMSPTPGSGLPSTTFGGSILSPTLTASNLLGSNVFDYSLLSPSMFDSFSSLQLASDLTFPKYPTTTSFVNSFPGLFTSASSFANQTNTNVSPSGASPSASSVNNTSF
BCLXL inh: inhibitors of human Bcl-xL; Q07817; GST-Bcl-xL / FITC-Bim BH3 peptide fluorescence polarization; inhibition, % at 10.9 µM; 0.7% of 320,000 active;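 active means inhibition above the mean of all tested compounds plus 3 SD, cutoff set per campaign, cut at about 30% in these data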;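 further: 0% = DMSO wells and 100% = unlabeled Bim-BH3 peptide competitor; inhibitors lower millipolarization by displacing the labeled peptide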
Target sequence (Q07817 whole entry, looked up): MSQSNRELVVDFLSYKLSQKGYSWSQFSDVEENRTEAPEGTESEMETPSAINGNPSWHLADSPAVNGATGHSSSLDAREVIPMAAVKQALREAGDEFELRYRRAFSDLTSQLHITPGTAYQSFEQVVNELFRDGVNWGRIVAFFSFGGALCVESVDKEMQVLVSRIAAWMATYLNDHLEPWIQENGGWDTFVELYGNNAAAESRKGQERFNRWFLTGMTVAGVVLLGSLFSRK
VLA-4 inh: inhibition in a human VLA-4 binding assay; VLA-4 expressing cells, ligand binding flow cytometry; P13612; inhibition, % (about 7 µM as worked out from the volumes in the protocol); 0.2% of 330,000 active; in the data active means inhibition above about 50%
MEX-5 binding: C. elegans MEX-5 TCR-2 RNA binding activity; 0.38% of 300,000 active; activity score (negative = inhibition of binding), % at 10 µM; Q9XUB2; MEX-5/FITC-TCR2 RNA binding, fluorescence polarization; hits give low values;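 active means inhibition past about -25% in most replicates, and total fluorescence under double the plate's negative control median, limit read from the data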;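 further: 0% = DMSO and -100% = 5 µM competing unlabeled TCR2 RNA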
Fam108B inh: counter-screen for RBBP9 inhibitors: inhibitors of mouse Fam108B. recombinant Fam108B, FP-Rh probe fluorescence polarization. inhibition, % at 9.51 µM. 0.33% of 300,000 active;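 active means inhibition above the screen mean inhibition plus 3 SD, computed separately per campaign, cut at about 18% in these data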;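 further: inhibitors lower polarization as less probe binds the enzyme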
* marks the source's active call; other numbers are inactive results; / = no result given.

Every second line gives: VLA-4 inh | MEX-5 binding | MCL1-BIM inh | CIT2 TOR yeast | GLD-1 RNA inh | GRK2 aptamer HTS | AGP1-GFP MLPCN | Fam108B inh | BCLXL inh
- CCC(C)(C)C(=O)O
    12 | / | 1 | 100 | -3 | 1 | 105 | / | 6
- O=C(NCc1ccc(Cl)cc1)c1ccc(-n2cccn2)nc1
    1 | 2.7 | -3 | 90 | -1 | 0 | 94 | -3 | 1
- Cc1cc(C)c(C)c(OCCN2CC(C)OC(C)C2)c1 (stereo unspecified)
    5 | -1.3 | -1 | 110 | -1 | 1 | 108 | 0 | -2
- COC(=O)CCC(=O)OC1(C)C(=O)C=C2C=C(C3CC3)N(CCCOC(C)C)C=C2C1=O (stereo unspecified)
    -9 | -1.1 | 21 | 88 | 12 | 5 | 79 | 8 | 28
- Cc1ccccc1-c1cc(C(=O)n2cccn2)c2cc(Cl)ccc2n1
    9 | 1.8 | -3 | 107 | -1 | 2 | 106 | -1 | -3
- CC(=O)c1cccc(N(C(=O)Cn2nnc3ccccc32)C(C(=O)NCc2ccccc2)c2ccccn2)c1 (stereo unspecified)
    25 | 0.9 | 0 | 93 | 4 | 3 | 98 | 3 | 1
- COc1ccc(C(=O)NC(=S)Nc2ccc(S(=O)(=O)Nc3cc(OC)nc(OC)n3)cc2)cc1
    11 | 1.2 | 12 | 101 | -1 | 2 | 101 | -2 | 7
- COc1ccc2[nH]c(=O)c(C(c3nnnn3CC3CCCO3)N3CCc4ccccc4C3)cc2c1 (stereo unspecified)
    -9 | -5.7 | 10 | 100 | 6 | 4 | 92 | 1 | 16
- CC(C)C(NC(=O)C1CCCCC1)C(=O)NCc1ccccn1 (stereo unspecified)
    14 | -0.9 | 4 | 107 | -1 | 0 | 103 | -2 | 11
- COc1ccccc1/C=C1\SC(=S)N(CC(=O)Nc2nnc(C)s2)C1=O
    0 | 3.4 | 4 | 105 | 14 | 4 | 100 | 3 | 3
- Cc1ccc(S(=O)(=O)/N=C(/NC(=S)Nc2c(C)n(C)n(-c3ccccc3)c2=O)c2ccccc2)cc1
    -1 | 3.2 | 7 | 93 | -1 | 0 | 102 | 1 | 9
- Cc1ccc(-n2nc3c(=O)n(CCCC(=O)N4CCC(C(N)=O)CC4)nc(C)c3c2C)cc1
    -9 | -2.4 | 6 | 105 | 8 | 0 | 103 | 4 | 8
- Cc1ccc(S(=O)(=O)N2CCN(CC(=O)Nc3ccccc3Cl)CC2)cc1
    8 | / | -1 | 96 | -5 | 0 | 99 | / | 1
- Cc1cc(C)nc(NNS(=O)(=O)c2ccc(F)c(Cl)c2)n1
    8 | 2.4 | -7 | 92 | 10 | 3 | 88 | 1 | -10
- COc1ccc(OC)c(CC(=O)N2CCc3cc(OC)c(OC)cc3C2)c1
    17 | -1.3 | 0 | 99 | -9 | 2 | 95 | 1 | 3
- COc1cc(NC(=O)c2cc(Br)cc(C)c2OC)ccc1NC(=O)C(C)C
    10 | -1.4 | 6 | 101 | 1 | 3 | 104 | 6 | 1
- CCOC(=O)C1CCCN(C(=O)C2CCN(S(=O)(=O)c3ccc4ccccc4c3)CC2)C1 (stereo unspecified)
    11 | 3.4 | -9 | 93 | 4 | 7 | 80 | -1 | -7
- CCCOc1ccccc1N/C(N)=N/c1nc(C)cc(C)n1
    10 | -0.1 | 2 | 95 | 1 | 0 | 95 | 0 | -2
- Cc1ccnc2nc(C(=O)NCc3ccccc3)nn12
    9 | 2.4 | -1 | 111 | -1 | 2 | 116 | 0 | 5
- O=S(=O)(O)c1ccc(N2N=C(c3ccccc3)CC2c2ccccc2)cc1 (stereo unspecified)
    -1 | -0.8 | 12 | 103 | -1 | 6 | 110 | 0 | 6
- Cc1ccc(C(=O)Nc2cccnc2)cc1S(=O)(=O)N1CCCCCC1
    8 | 1.6 | 2 | / | 2 | 0 | 94 | 0 | 0
- CSc1nc(NCC(C)C)nc(N2CCOCC2)n1
    13 | 1.5 | -2 | 103 | 4 | 3 | 90 | 0 | 3
- CCNC(=O)NCCNC(=O)c1cc(OCC(F)(F)F)ccc1OCC(F)(F)F
    -2 | -0.9 | 10 | 112 | 3 | 1 | 104 | 0 | 9
- CCc1ccccc1NC(=O)CN(C)C(=O)c1cc(C2CC2)nn1-c1ccccc1
    28 | / | -9 | 81 | 1 | 0 | 90 | / | -11
- COCc1cc(=O)[nH]c(/N=C(\N)Nc2cccc(Cl)c2)n1
    -12 | 0.8 | 8 | 109 | -5 | 0 | 104 | 2 | 2
- C/C(N)=C(/C#N)C(=O)COc1ncnc2ccc(Br)cc12
    -21 | 0.5 | -4 | 110 | 0 | 0 | 103 | 11 | 0
- COc1ccccc1N1C(=O)C2C3C=CC(C3)C2C1=O (stereo unspecified)
    6 | 1.0 | -3 | 100 | 1 | 1 | / | -7 | 1
- CC1COc2ccccc2N1C(=O)c1ccc(Cl)nc1 (stereo unspecified)
    2 | -1.4 | -4 | 104 | 2 | 0 | 104 | 4 | 0
- CN1Cc2c(N3CCOCC3)nc3sc(C(=O)c4ccc(Br)cc4)c(N)c3c2CC1(C)C
    32 | -1.1 | 5 | 90 | 3 | 0 | 95 | 7 | 2
- C=CCN(c1ccccc1)S(=O)(=O)c1cccc(C(=O)Nc2nc3ccccc3[nH]2)c1
    26 | -1.0 | -23 | 100 | 6 | 2 | 104 | -24 | -10
- O=C(Cn1nc(-c2ccccc2)nc1-c1ccccc1)N1CCOCC1
    9 | 0.0 | 6 | 103 | -5 | 0 | 100 | 3 | 10
- C=C(C)Cn1c(=O)c2c(nc3n2CCCN3Cc2ccccc2)n(C)c1=O
    3 | 2.6 | 3 | 104 | 6 | 0 | 105 | -1 | 1
- Nc1cccc2c1C(=O)N(CCOc1ccc(F)cc1)C2=O
    0 | -4.3 | 18 | 92 | 20 | 0 | 86 | -3 | 18
- CN(C)S(=O)(=O)N(CCN1CCOCC1)Cc1ccccc1F
    15 | -2.2 | 7 | 109 | 8 | 0 | 109 | -2 | 3
- O=C(NC1CCN(Cc2ccccc2)CC1)c1ccccc1F
    2 | -3.6 | 4 | 103 | 4 | 0 | 102 | 0 | 5
- Cc1ccc(F)cc1NC(=O)c1ccc(NS(=O)(=O)c2ccc(Br)s2)cc1
    -9 | 2.0 | -4 | 100 | -3 | 0 | 97 | 3 | 8
- Cc1cccc(C(=O)OCC(=O)c2c(N)n(CC(C)C)c(=O)n(C)c2=O)c1[N+](=O)[O-]
    10 | 1.7 | 7 | 111 | 6 | 0 | 114 | -4 | 1
- O=C(NCCCN1CCCC1)C1CCN(C(=O)c2cc3sccc3n2Cc2ccc(F)cc2)CC1
    10 | 1.2 | 0 | 99 | 3 | 0 | 98 | -6 | -1
- CN(C)CCCNS(=O)(=O)c1cc(Cl)ccc1Cl
    -4 | -0.6 | 6 | 96 | -2 | 0 | 96 | 5 | 2
- Cc1oc(-c2ccc(Cl)cc2)nc1CN1CCC(C(=O)NCCCN2CCCC2=O)CC1
    -12 | -1.2 | -1 | 112 | 3 | 2 | 107 | 2 | 2
- COc1ccc(C2C(C(C)=O)=C(O)C(=O)N2CCO)c(OC)c1 (stereo unspecified)
    11 | -1.9 | 1 | 114 | 2 | 1 | 107 | 1 | 6
- Cc1ccc(N/N=C2\CCS(=O)(=O)c3sccc32)cc1
    7 | 0.0 | 6 | 84 | 0 | 2 | 83 | -2 | 10
- CC(C)C1CC(O)(C2(O)CCCCC2)ON1 (stereo unspecified)
    12 | 0.4 | -1 | 94 | -2 | 2 | 94 | 5 | 8
- COc1cc(CNC2CCCCCC2)cc(OC)c1OC
    14 | -0.5 | 1 | 102 | -2 | 0 | 103 | -1 | 0
- CCN1CCCC1CNC(=O)c1cc(NC(C)=O)c(N(C)C)cc1OC (stereo unspecified)
    3 | 1.6 | 5 | 96 | -4 | 0 | 99 | 3 | 2
- Cc1ccc(C)c(NC(=O)C2CCCN2C(=O)OC(C)(C)C)c1 (stereo unspecified)
    0 | -0.6 | 0 | 102 | 5 | 1 | 95 | 1 | 8
- Fc1ccc(N2CCN(c3ncnc4c3nnn4Cc3ccccc3Cl)CC2)cc1
    21 | -3.3 | 3 | 103 | 2 | 0 | 104 | -2 | 5
- O=C(NC1CCc2ccccc21)C1CCN(S(=O)(=O)c2ccc(Cl)cc2)CC1 (stereo unspecified)
    8 | 0.6 | -4 | 101 | 0 | 0 | 102 | 2 | 5
- CC(=O)/C(C#N)=C1\NC(=O)C(Cc2cc(Cl)ccc2Cl)S1 (stereo unspecified)
    -5 | 0.0 | 18 | 95 | 0 | 3 | 93 | -2 | 3
- OC(COc1ccccc1)CN(Cc1ccccc1)CC(O)COc1ccccc1 (stereo unspecified)
    5 | / | 6 | 72 | 8 | 0 | 78 | 5 | 6
- Cc1ccc(CN=C(N)Nc2nc(C)cc(C)n2)cc1
    11 | -0.8 | 9 | 106 | -5 | 0 | 106 | 6 | 7
- COCc1ccc(C(=O)N2CCCC(C(=O)c3ccc(Cl)cc3C)C2)o1 (stereo unspecified)
    2 | 1.5 | -3 | 97 | 0 | 3 | 103 | -2 | 2
- COc1ccc(Oc2coc3cc(OC(=O)c4cncc(Br)c4)ccc3c2=O)cc1
    8 | / | 3 | 96 | 3 | 2 | 98 | -3 | 1
- Cc1cccc(CCNC(=O)c2cccc(NC3=NC4CS(=O)(=O)CC4S3)c2)c1 (stereo unspecified)
    14 | 2.4 | 4 | 107 | 1 | 0 | 104 | 1 | 4
- O=C(NCCc1nnc2ccc(NCc3cccnc3)nn12)c1ccccc1F
    4 | -2.7 | 2 | 89 | 7 | 2 | 95 | 1 | 2
- CCO[C@@H]1OC(C(=O)NCc2ccccc2)=C[C@H](C2CCCCC2)[C@H]1CCCO
    6 | 3.0 | 2 | 107 | -7 | 0 | 91 | 2 | 1

Laid out differently: 11 of the compounds above.
molecule	VLA-4 inh	MEX-5 binding	MCL1-BIM inh	CIT2 TOR yeast	GLD-1 RNA inh	GRK2 aptamer HTS	AGP1-GFP MLPCN	Fam108B inh	BCLXL inh
COc1cc(CNC2CCCCCC2)cc(OC)c1OC	14	-0.5	1	102	-2	0	103	-1	0
CCN1CCCC1CNC(=O)c1cc(NC(C)=O)c(N(C)C)cc1OC (stereo unspecified)	3	1.6	5	96	-4	0	99	3	2
Cc1ccc(C)c(NC(=O)C2CCCN2C(=O)OC(C)(C)C)c1 (stereo unspecified)	0	-0.6	0	102	5	1	95	1	8
Fc1ccc(N2CCN(c3ncnc4c3nnn4Cc3ccccc3Cl)CC2)cc1	21	-3.3	3	103	2	0	104	-2	5
O=C(NC1CCc2ccccc21)C1CCN(S(=O)(=O)c2ccc(Cl)cc2)CC1 (stereo unspecified)	8	0.6	-4	101	0	0	102	2	5
CC(=O)/C(C#N)=C1\NC(=O)C(Cc2cc(Cl)ccc2Cl)S1 (stereo unspecified)	-5	0.0	18	95	0	3	93	-2	3
OC(COc1ccccc1)CN(Cc1ccccc1)CC(O)COc1ccccc1 (stereo unspecified)	5	/	6	72	8	0	78	5	6
Cc1ccc(CN=C(N)Nc2nc(C)cc(C)n2)cc1	11	-0.8	9	106	-5	0	106	6	7
COCc1ccc(C(=O)N2CCCC(C(=O)c3ccc(Cl)cc3C)C2)o1 (stereo unspecified)	2	1.5	-3	97	0	3	103	-2	2
COc1ccc(Oc2coc3cc(OC(=O)c4cncc(Br)c4)ccc3c2=O)cc1	8	/	3	96	3	2	98	-3	1
Cc1cccc(CCNC(=O)c2cccc(NC3=NC4CS(=O)(=O)CC4S3)c2)c1 (stereo unspecified)	14	2.4	4	107	1	0	104	1	4

Compound activity: PubChem, several laboratories
